Screening data: PubChem, NCI
Growth percent in the NCI-60 one-dose screen (48 h, 10 µM unless noted): 100 = growth as untreated, 0 = no growth, -100 = all killed.
RPMI-8226 – RPMI-8226 leukemia cells; 7.5% of 77,000 active; AID 1794781
MOLT-4 – MOLT-4 leukemia cells; 6.9% of 80,000 active; AID 1794779
MDA-MB-231 – MDA-MB-231 breast cancer; 5% of 81,000 active; AID 1794789
MCF7 – MCF7 breast cancer; 6.3% of 82,000 active
MDA-MB-435 – MDA-MB-435 melanoma; 7.8% of 82,000 active
MDA-MB-468 – MDA-MB-468 breast cancer; AID 2202374; 8.5% of 78,000 active
SR – SR leukemia cells. 8.7% of 73,000 active
K-562 – K-562 leukemia; AID 1794777; 7.4% of 78,000 active
Active calls of the source: *; / = no result given; & = joins results of further samples; ! = not active in a repeat. Rule for the calls: active = growth percent below 10; inactive = the rest. Compounds were not picked by outcome; any-hit rate near 15%.

Molecule,RPMI-8226,MOLT-4,MDA-MB-231,MCF7,MDA-MB-435,MDA-MB-468,SR,K-562
CC1(C)C2CCC(CN)C1C2 (stereo not given),98,81,110,106,105,/,84,93
CCOC(=O)C1CCN(C(=O)c2ccccc2)C(CC)C1=O (stereo not given),94,100,107,98,100,98,92,/
CC(CN1CC2CCC(C1)O2)OC(=O)c1ccccc1 (stereo not given),101,105,109,106,96,110,100,101
COCc1c(N)c(C)nc(Cl)c1NC(C)=O,102,102,109,101,/,102,109,112
NS(=O)(=O)c1ccc(Nc2ccnc(SCC(=O)c3ccc(Cl)cc3)n2)cc1,97,97,103,99,106,103,88,95
O=C1/C(=C\c2ccc(F)cc2)CN(C(=O)c2ccc([N+](=O)[O-])cc2)C/C1=C\c1ccc(F)cc1,-13*,27,0.1*,-9.5*,-30*,0.8*,-19*,2.0*
COc1ccc(-c2nc3ccccc3n2C(=O)/C=C/c2ccccc2)cc1,89,84,87,91,97,82,/,94
O=C(O)c1ccc(-n2cc(CNc3cccc(OC(F)(F)F)c3)c(-c3ccc(C(F)(F)F)cc3)n2)cc1,54,45,96,37,72,91,37,24
O=C(O)CCC(=O)c1cccs1,103,102,107,95,103,104,/,101
Cc1c(Cc2ccccc2)c(=O)oc2c(C)c(OCc3n[nH]c(=S)o3)ccc12,57,20,81,15,61,78,5.0*,72
CC(C)(C)Nc1c(-c2ccc(-c3ccccc3)cc2)nc2cnccn12,58,62,85,79,96,77,58,57
C1=C2CCCC3=Cc4ccccc4OC23Oc2ccccc21,26,18,44,14,-42*,26,6.4*,15
COc1cc(CNC(=O)c2ccccc2Nc2ccnc(C(F)(F)F)c2)ccc1O,95,92,100,104,100,96,/,98
CCOC(=O)CCCCCCCCC(=O)Cl,96,92,108,98,101,99,83,104
O=C(/C=C/c1cn(-c2ccccc2)nc1-c1ccc(Cl)cc1)c1ccc(F)cc1,67,36,66,42,326,100,41,58
CC(C)OC(=O)OCOP(=O)(OCOC(=O)OC(C)C)C1CCCN(O)C1=O (stereo not given),12,23,22,32,47,36,/,30
COc1cc(NCC(O)CO)c2ncccc2c1 (stereo not given),94,106,112,88,102,86,103,103
O=C(OCCO)c1ccccc1O,111,103,121,99,93,/,96,106
CCCOc1c(OC)cc2c3c1-c1cc4c(cc1CC3OCC2)OCO4 (stereo not given),75,75,83,85,99,89,78,87
CC(=O)N1N=C(c2ccc3c(c2)OCO3)CC1c1sc(N(C)Cc2ccccc2)nc1Cl (stereo not given),100,101,93,73,104,101,104,82
COC(=O)c1cc(=O)nc(N/N=C/c2ccccc2)s1,93,97,110,91,110,115,99,120
O=C(COCc1c(-c2ccccc2)no[n+]1[O-])Nc1nc(-c2ccc(Cl)cc2)cs1,109,102,100,96,111,100,98,108
CSc1nc(C(=O)O)cc(=O)[nH]1,118,98,114,103,107,112,99,103
O=C(O)c1ccc(-c2nn(-c3ccc(C(F)(F)F)cc3)cc2CNc2ccc(Oc3ccccc3)cc2)cc1,46,68,91,70,88,117,61,65
Cc1cc(O)c(O)cc1SC1=NC(O)C(CN)=C(C(C)C)N1 (stereo not given),108,94,110,99,109,113,87,95
Clc1ccc(N=Cc2ccccc2)cn1,98,89,74,105,97,106,81,87
N#CN=C(N)c1ccccc1,105,139,97,96,104,107,115,109
COc1ccc(NC(=O)c2c(Nc3ccc(OC)cc3OC)[nH]n3c(=O)cc(C)nc23)c(OC)c1,105,83,95,89,106,91,/,64
CCOC(=O)c1cnc2c(N=Nc3ccc(OC)cc3)c(N)nn2c1N,104,88,101,86,95,116,112,107
C/C(=N\O)c1ccc(OCC(=O)Nc2nc(-c3ccc(Cl)cc3)cs2)cc1,115,96,98,99,105,107,106,101
COc1ccc(-c2cc3c(ncn4nc(-c5cccnc5)nc34)o2)cc1,100,102,101,96,103,122,99,106
Cc1ccc(-c2cn(C/C=C3\C=CN(S(=O)(=O)c4ccccc4)CC3)nn2)cc1,102,106,98,90,101,87,108,90
COCCOC(=O)Nc1cc(Cl)ccc1C,102,100,97,94,96,92,94,103
CCOC(=O)CCCCCCCCC(=O)OCC,108,95,111,102,112,104,106,101
c1cc2c(ccc3[nH]c(-c4ccc5[nH]ncc5c4)c4c(c32)CCCC4)n1,46,-0.1*,78,23,69,77,-7.1*,2.9*
CCOC(=O)C(=O)Nc1ccc(Cl)cc1,103,106,95,97,108,124,100,112
CCCCCCCCN(CCCCCCCC)CCC(=O)c1ccc2cc(Br)c3ccccc3c2c1,58,76,83,67,96,78,63,72
CC(=O)Nc1cc2oc3ccccc3c2cc1[N+](=O)[O-],89,91,84,69,112,87,95,112
CCN(CC)C(=O)CCN1C(=O)/C(=C/c2ccc(O)cc2)SC1=S,/,81,79,63,/,67,84,68
COc1cc2nc(NC(=O)c3ccc(Oc4ccc(Cl)nn4)c(OC)c3)sc2cc1OC,107,98,106,91,105,122,/,107
Clc1ccc(C(Br)c2ccc(Cl)cc2)cc1,110,76,104,95,107,104,87,108
Cc1cc(Nc2nc(N3CCNCC3)nc3ccccc23)n[nH]1,117,101,103,87,73,77,93,81
COc1ccc(COC(=O)CC(C)C)cc1,103,99,106,100,107,102,97,96
NC(=O)C(=O)Nc1ccc2c(c1)OCO2,110,96,112,93,101,96,98,99
Cn1cc(-c2nonc2-c2c[nH]c3ccc(F)cc23)c2cc(Br)ccc21,46,32,35,32,51,59,27,7.6*
O=C1CCCc2nc3ccccc3c(/C=C/c3ccccc3)c21,93,86,87,94,98,91,/,91
C=CCn1c(SCC(=O)Nc2ccc(C(=O)/C=C/c3ccc(Cl)cc3)cc2)nnc1-c1ccccc1,-16*,69,101,24,78,101,83,76
O=C(NC1CCN(Cc2ccccc2)CC1)c1cc(-c2cccnc2)nc2ccc(Cl)cc12,47,59,59,71,75,55,23,2.4*
CCCOc1ccc(C)cc1,100,109,/,93,98,93,114,115
COc1ccc(C(=O)/C=C/c2ccccc2Br)cc1S(N)(=O)=O,-9.4*,/,-21*,-71*,23,-60*,/,/
COc1ccc(-c2cn(C/C=C3\C=CN(S(=O)(=O)c4ccccc4)CC3)nn2)cc1,91&96,90&91,99&99,92&96,102&107,74&88,89&95,83&83
CC(C)[C@]12O[C@H]1[C@@H]1O[C@]13[C@]1(O[C@H]1C[C@H]1C4=C(CC[C@@]13C)C(=O)OC4)[C@@H]2OC(=O)CN(C)C,15,-12*,28,18,-76*,-55*,-2.8*,/
Nc1ccc(O)c(-c2nn3c(CCC(=O)c4nc5ccccc5[nH]4)nnc3s2)c1,102,76,93,87,95,88,/,/
O=[N+]([O-])c1cc(Cl)c(Cl)c(Cl)c1Cl,96,90&90,105&114,96&98,107&109,96&112,89&88,117&107
CCS(=O)(=O)c1ccc(/C=N/Nc2nc3ccccc3o2)cc1,99,81,101,96,102,118,74,93
O=C(Nc1nc(-c2ccc(Cl)cc2)cc(-c2ccc(Cl)cc2)n1)c1cccnc1,84,88,88,73,98,108,98,86
Clc1ccc(-c2nnc(Cc3nc4ccccc4nc3Cl)o2)cc1,86,95,78,85,103,112,94,98
C#CC(C)(O)CC(C)C (stereo not given),109,89,86,97,104,102,96,95
CC1=CC(=Nc2ccc(N(C)C)cc2)C=C(C)C1=O,40,88,64,77,76,15,88,75
CCC(C)C(NS(=O)(=O)c1ccc(C)cc1)C(=O)O (stereo not given),100,111,105,103,107,96,101,128

New compounds follow
Molecule,RPMI-8226,MOLT-4,MDA-MB-231,MCF7,MDA-MB-435,MDA-MB-468,SR,K-562
Cc1ccc(Cl)cc1N1C(=O)CC(Sc2ccccc2N)C1=O (stereo not given),91,75,108,90,102,108,101,118
Cc1ccc(NCc2nnc(-c3ccco3)o2)cc1,107,97,107,96,106,115,96,92
Cn1cccc1-c1cc(-c2ccc(Br)cc2)n(S(=O)(=O)c2ccccc2)c(=O)c1C#N,82,73,112,162,98,104,106,77
NC1=C(O)C(=O)C(c2ccccc2)O1 (stereo not given),105,105,98,111,114,118,105,114
CC(=O)c1ccc(N=Nc2c(N)nc(N)nc2N)cc1,94,94,120,100,98,116,88,80
COc1ccccc1CNCCCN1C(=O)c2ccc3c4c(ccc(c24)C1=O)C(=O)N(CCCN)C3=O,-14*,/,3.2*,-29*,-88*,-88*,5.2*,-23*
CCc1cccc(-c2ccccc2)c1,81,88,114,105,109,106,52,109
Cc1ccc(S(=O)(=O)C/C(=N/NC(=O)c2ccc(S(N)(=O)=O)cc2)c2cc3ccccc3oc2=O)cc1,111,133,96,95,99,102,137,108
COc1ccc(/C=C2\N=C3N(N/C(=N\c4ncc(C)[nH]4)N3c3ccccc3)C2=O)cc1,107,102,94,96,107,106,118,113
COc1ccc(C2C=C(C)N=C3SC(C)=CN32)cc1OC (stereo not given),106,105,94,101,104,92,99,135
O=C(c1ccccc1)N1CCN(c2ccccc2)CC1,75,96,117,104,96,109,89,88
CCNc1nc2ccccc2c2c(=O)c3cc(F)cc(Cl)c3sc12,/,100,96,47,100,105,94,96
C=CCNC(=S)N/N=C/C=C/c1ccccc1,92,97,102,93,102,100,91,96
COc1ccc(-c2nc(NC(=O)c3cc(OC)c(OC)c(OC)c3)n[nH]2)cc1,115,87,100,95,99,116,93,98
N=C(N)c1ccc(-c2ccc(-c3cccs3)o2)cc1,-25*,-2.2*,0.4*,3.1*,-49*,-41*,-25*,-13*
NS(=O)(=O)c1ccc(N/C=C/C(=O)c2ccccc2)cc1,99,108,108,92,105,101,104,99
CC(=O)Nc1ccc(S(=O)(=O)NC2CCCCC2)cc1,94,101,97,97,105,94,99,100
O=C1c2cc(Cl)ccc2Oc2cc([N+](=O)[O-])ccc2N1c1ccc(F)cc1F,88,57,83,87,93,92,/,79
Nc1ccc(Cl)c(N)c1,90,85,86,88,104,116,79,79
COc1ccc(OC)c(-c2csc(=O)s2)c1,105,97,120,89,108,101,88,102

Some of these compounds in order of formula weight, largest number first.
Molecule,RPMI-8226,MOLT-4,MDA-MB-231,MCF7,MDA-MB-435,MDA-MB-468,SR,K-562
Cc1ccc(S(=O)(=O)C/C(=N/NC(=O)c2ccc(S(N)(=O)=O)cc2)c2cc3ccccc3oc2=O)cc1,111,133,96,95,99,102,137,108
Cn1cccc1-c1cc(-c2ccc(Br)cc2)n(S(=O)(=O)c2ccccc2)c(=O)c1C#N,82,73,112,162,98,104,106,77
COc1ccc(/C=C2\N=C3N(N/C(=N\c4ncc(C)[nH]4)N3c3ccccc3)C2=O)cc1,107,102,94,96,107,106,118,113
CCNc1nc2ccccc2c2c(=O)c3cc(F)cc(Cl)c3sc12,/,100,96,47,100,105,94,96
NS(=O)(=O)c1ccc(N/C=C/C(=O)c2ccccc2)cc1,99,108,108,92,105,101,104,99
CC(=O)Nc1ccc(S(=O)(=O)NC2CCCCC2)cc1,94,101,97,97,105,94,99,100
CC(=O)c1ccc(N=Nc2c(N)nc(N)nc2N)cc1,94,94,120,100,98,116,88,80
O=C(c1ccccc1)N1CCN(c2ccccc2)CC1,75,96,117,104,96,109,89,88
Cc1ccc(NCc2nnc(-c3ccco3)o2)cc1,107,97,107,96,106,115,96,92
COc1ccc(OC)c(-c2csc(=O)s2)c1,105,97,120,89,108,101,88,102
CCc1cccc(-c2ccccc2)c1,81,88,114,105,109,106,52,109

Next records follow.
Molecule,RPMI-8226,MOLT-4,MDA-MB-231,MCF7,MDA-MB-435,MDA-MB-468,SR,K-562
O=C(Nc1nc2ccc([N+](=O)[O-])cc2s1)Nc1ccccc1I,-28*,1.4*,0.0*,-14*,-7.6*,-26*,/,4.5*
NC(=O)C(c1ccccc1)N1CCCC1 (stereo not given),100,104,110,99,102,92,98,104
CC(=O)Nc1cccc2cc(S(=O)(=O)O)ccc12,96,94,97,97,98,101,94,105
Cn1c(N)c(N=Nc2ccc(S(=O)(=O)Nc3nccs3)cc2)c(=O)n(C)c1=O,100,93,111,101,101,116,95,90
CNc1ccc2nc3ccc(=[N+](C)C)cc-3sc2c1,8.6*!,-8.8*!,-14*,-27*,-47*,-39*,29&20,8.8*!
CC(=O)C(CO)C(=O)Nc1ccccc1 (stereo not given),103,102,102,91,106,104,95,102
CC(C)(C)c1[nH]nc(Nc2ccccc2)c1C#N,94,105,104,95,104,100,/,103
CC(=O)Cc1nc2scc(-c3ccccc3)c2c(=O)[nH]1,91,84,88,102,100,96,98,99
COc1ccc2c(c1)c(-c1cc3nc(-c4cn(C)c5ncccc45)cc(N)n3n1)cn2C,-21*,-42*,-83*,/,-62*,-90*,-19*,-31*
Cc1ccc(C(C)C)c2c1CC[C@](C)(O)[C@H]2O,107,95,107,97,106,85,93,93
CCCCCCCCCCSc1ncnc2nc[nH]c12,51,73,75,76,77,9.0*,83,48
Cc1sc2nc3nc(-c4ccccc4Cl)[nH]n3c(=O)c2c1C,113,100,95,96,100,103,103,110
O=c1[nH]c(=O)c2[nH]c(Cl)nc2[nH]1,112,113,99,83,101,104,103,102
CC[C@H](C)[C@@H]1NC(=O)[C@H](Cc2ccc(O)cc2)N(C)C(=O)[C@H](Cc2ccccc2)NC(=O)CN(C)C(=O)[C@@H]2CCCN2C(=O)[C@@H](Cc2ccccc2)N(C)C(=O)[C@H](CC(C)C)NC1=O,-33*,2.7*,-13*,-25*,-46*,-13*,4.5*,6.3*
COc1ccc(-c2nc(SCC(C)C)nc(N/N=C\c3cccc(Cl)c3)c2C#N)cc1,95,87,68,82,77,91,73,76
